Wnt bcat act: activates Wnt/beta-catenin signaling in a reporter cell assay; activation, % at 9.35 µM; activator, plate reader; 1.2% of 300,000 active; in the data active = activation above about 30%, passing the limit was not always enough;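 note: 0% = neutral control wells and 100% = positive control wells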
V-ATPase pHluor: alters yeast V-ATPase proton transport. S. cerevisiae, pHLuorin cytosolic pH fluorescence. response, % at 10 µM. 0.37% of 350,000 active. AID 504577; in the data active = response mostly above about 7.3%, no sharp cut-off; inactive = mostly below about 5.4%; note: actives read high; inactives centre near 0; some compounds called inactive have numbers as strong as hits; reference of the scale not given here
* marks the source's active call; other numbers are inactive results. Only part of the results is shown (hit frequency here may not be typical).

[1] C/C(=N\N=C1\NC(=O)C(CC(=O)O)S1)c1ccccn1 (stereo not given)
[2] COCc1cc(=O)n2[nH]c(C)c(-c3ccc(Cl)cc3)c2n1
[3] COc1ccccc1CN(C)C[C@@H]1OCc2cnnn2CCCC(=O)N([C@@H](C)CO)C[C@H]1C
[4] CCOC(=O)C1CCCN(C(=O)c2cccc(S(=O)(=O)NCc3ccccc3)c2)C1 (stereo not given)
[5] COc1ccc(CN(C)C[C@@H]2OCCCC[C@H](C)Oc3ccc(NC(=O)Nc4ccc(F)cc4)cc3C(=O)N([C@H](C)CO)C[C@H]2C)cc1
[6] CC1(NC(=O)Nc2ccccc2)CCS(=O)(=O)C1 (stereo not given)
compound no.,1,2,3,4,5,6
V-ATPase pHluor,-0.9,-4.1,-5.6,1.9,-0.6,5.3
Wnt bcat act,8.0,-0.2,-3.1,-2.8,-1.6,-0.4

[7] Cc1csc(N=Nc2ccc(N(C)C)cc2)[n+]1[O-]
[8] O=C(O)CC(c1ccccc1)c1ccc2c(c1)OCO2 (stereo not given)
[9] COc1ccccc1-c1ccc(/C=N/O)o1
[10] Cc1ccc(S(=O)(=O)N(C)C)cc1NC(=O)C(C)OC(=O)CC1CC2CCC1C2 (stereo not given)
[11] Cc1c(C(=O)NC2CC(C)(C)NC(C)(C)C2)oc2c(Cl)cccc12
[12] COCCNC(=S)N(C)[C@H]1C[C@H]2c3cc(Oc4ccccc4C)ccc3CCN2C(=O)[C@H]1[C@H](C)O
compound no.,7,8,9,10,11,12
V-ATPase pHluor,2.3,-0.5,0.2,-3.1,0.7,-1.7
Wnt bcat act,-1.8,0.4,7.9,-0.1,-2.8,-1.9

[13] C[C@@H]1CN([C@@H](C)CO)C(=O)CCCn2nncc2CO[C@@H]1CN(C)S(=O)(=O)c1cccc(C#N)c1
[14] C[C@@H]1CN([C@H](C)CO)C(=O)CCCn2cc(nn2)CO[C@H]1CN(C)S(C)(=O)=O
[15] CC1C(=O)N(Cc2cn(CC3CCCCC3)nn2)CCS(=O)(=O)N1Cc1ccc(-c2ccncc2)cc1 (stereo not given)
[16] CCN(CC)S(=O)(=O)c1ccc(SCC(=O)c2c(N)n(C3CC3)c(=O)[nH]c2=O)nc1
[17] CN(Cc1ccccc1)C(=O)c1[nH]cnc1C(=O)Nc1ccc(Br)cc1F
[18] CCOc1ccc(NS(=O)(=O)c2cccs2)cc1S(=O)(=O)N1CCCC1
compound no.,13,14,15,16,17,18
V-ATPase pHluor,3.0,1.4,-0.5,-2.5,-1.8,-4.5
Wnt bcat act,-2.7,-1.2,-0.6,-2.5,-0.8,-2.8

[19] NC(=O)C1CCN(C(=O)c2ccc(Cl)c(S(=O)(=O)N3CCc4ccccc43)c2)CC1
[20] C[C@H]1CN([C@@H](C)CO)C(=O)CCCn2cc(nn2)CO[C@@H]1CN(C)S(=O)(=O)c1ccc(Oc2ccccc2)cc1
[21] COc1cccc(CN(C)CC(=O)N2CCN(S(=O)(=O)c3ccccc3)CC2)c1
[22] CC1(C2CC(=O)c3c(O)ccc(O)c3C2)OCCO1 (stereo not given)
[23] Cn1c(N)nc2ccccc2c1=O
[24] NC(=O)c1sc(-c2ccsc2)cc1NS(=O)(=O)c1ccc(C(F)(F)F)cc1
compound no.,19,20,21,22,23,24
V-ATPase pHluor,0.7,0.6,3.0,1.1,-2.6,1.6
Wnt bcat act,0.1,-0.8,-1.4,-5.4,2.9,1.1

[25] Cc1ccc(-c2noc(-c3cc(C(C)(C)C)nn3Cc3ccccc3)n2)cc1
[26] Cc1ccc(C2Cc3cc(O)c(O)cc3CN2)cc1 (stereo not given)
[27] CC(C)(C)c1ccc(-c2nc(N)nc(N)n2)cc1
[28] CC1C(c2ccccc2)=Nn2c(=O)n(-c3ccccc3)c(=O)n21 (stereo not given)
[29] O=C(Nc1ccc(Nc2ccccc2)cc1)c1ccc(Cl)cc1[N+](=O)[O-]
[30] CCCOc1ccc(-c2c(C(=O)N/N=C/c3ccc(C)cc3)nnn2-c2nonc2N)cc1
compound no.,25,26,27,28,29,30
V-ATPase pHluor,3.4,-0.7,-3.3,0.1,-4.6,1.9
Wnt bcat act,-2.3,-0.8,29.6,-2.6,-2.1,0.1

Pulled one by one from the list above (5):
[26] Cc1ccc(C2Cc3cc(O)c(O)cc3CN2)cc1 (stereo not given)
[30] CCCOc1ccc(-c2c(C(=O)N/N=C/c3ccc(C)cc3)nnn2-c2nonc2N)cc1
[29] O=C(Nc1ccc(Nc2ccccc2)cc1)c1ccc(Cl)cc1[N+](=O)[O-]
[25] Cc1ccc(-c2noc(-c3cc(C(C)(C)C)nn3Cc3ccccc3)n2)cc1
[27] CC(C)(C)c1ccc(-c2nc(N)nc(N)n2)cc1
compound no.,26,30,29,25,27
V-ATPase pHluor,-0.7,1.9,-4.6,3.4,-3.3
Wnt bcat act,-0.8,0.1,-2.1,-2.3,29.6

Continuation:
[31] Cc1nc2ccc(Cl)cc2n1C
[32] CN(C)CCCn1c2c(c(SCC(=O)Nc3ccc4c(c3)OCCO4)nc1=O)CCCC2
[33] C[C@@H]1CN([C@@H](C)CO)C(=O)CCCn2nncc2CO[C@@H]1CN(C)S(=O)(=O)c1ccc2c(c1)OCCCO2
[34] O=C(NCCc1ccccc1F)c1cc(COc2ccc(F)cc2F)on1
[35] O[C@H]1C[C@H](c2ccc(Cl)cc2)N(Cc2cccs2)C[C@@H]1n1cc(-c2ccc(F)cc2)nn1
[36] O=S(=O)(NCCS(=O)(=O)N1CCN(c2ccc(F)cc2)CC1)c1ccc(F)cc1
compound no.,31,32,33,34,35,36
V-ATPase pHluor,-6.5,0.9,2.2,0.8,-1.0,-2.0
Wnt bcat act,0.3,8.4,-5.1,-1.7,-2.6,-3.4

[37] CC(C)(C)NC(=O)C(c1ccc(O)cc1)N(Cc1ccc2c(c1)OCO2)C(=O)CCl (stereo not given)
[38] Cc1cccc(N2C(=O)/C(=C/c3ccccn3)SC2=S)c1
[39] CCCc1c(C(=O)N/N=C/c2ccc(C)o2)nnn1-c1nonc1N
[40] CCCCn1cnc2c(c(-c3ccccc3)c(-c3ccccc3)n2Cc2ccco2)c1=N
[41] CC1=CC2(C)NC(=O)C(C)C12 (stereo not given)
[42] CCOc1ccc(NC(=O)CN(C)C(=O)CCCNC(=O)c2ccc(Cl)cc2)cc1OCC
compound no.,37,38,39,40,41,42
V-ATPase pHluor,-0.4,0.0,-0.4,2.7,-1.4,1.5
Wnt bcat act,-3.1,1.5,-1.5,-5.1,-3.8,-1.4

[43] O=C(O)C(=Cc1ccncc1)c1cccc2ccccc12
[44] COC(=O)[C@H]1C[C@@]2(O)CN(S(=O)(=O)c3ccc(C)cc3)C[C@@]2(OC(=O)Nc2c(C)noc2C)C[C@H]1C(=O)OC
[45] CCOC(=O)C1=C(C)NC(C)=C(C(=O)OCC)C1c1ccncc1
[46] CCCc1c(C(=O)N/N=C(\CC)c2ccccc2)nnn1-c1nonc1N
[47] Cc1cc(C)n2c(SCc3ccc(Br)cc3)nnc2n1
[48] CC1SCC(=NOCc2ccccc2)CS1 (stereo not given)
compound no.,43,44,45,46,47,48
V-ATPase pHluor,-4.2,0.8,-0.3,-3.6,4.2,12.7
Wnt bcat act,0.2,-0.2,-4.0,-0.1,-0.2,48.5*

[49] Cc1cc(C(=O)OC(C)C(=O)NC2CCCCC2C)c2ccccc2n1 (stereo not given)
[50] O=C(NC(=S)Nc1ccc([N+](=O)[O-])cc1)c1ccco1
[51] O=C1[C@H]2[C@@H](c3ccc(C(F)(F)F)cc3)N[C@]3(CCCN(Cc4ccc(C(F)(F)F)cc4)C3=O)[C@H]2C(=O)N1Cc1ccccc1
[52] NNC(=O)CN1C(=O)C2(OCCO2)c2ccccc21
[53] N/C(=N\OC(=O)c1cccs1)c1ccc(Cl)cc1
[54] C[C@@H]1CN([C@H](C)CO)S(=O)(=O)c2ccc(C#Cc3ccccc3)cc2O[C@@H]1CN(C)C(=O)CN(C)C
compound no.,49,50,51,52,53,54
V-ATPase pHluor,0.1,0.1,6.3,3.3,-0.4,-2.3
Wnt bcat act,0.1,0.1,-1.9,-1.1,56.5*,-1.6

[55] CC(C)n1ncc2c(C(=O)N3CCN(Cc4cccs4)CC3)cc(C3CC3)nc21
[56] CCN(CC)C(=O)C1=C(C)N(CCCN2CCCC2=O)C(=O)C(CC(=O)NC2CC2)C1 (stereo not given)
[57] C[C@H]1CN([C@@H](C)CO)C(=O)CCCn2nncc2CO[C@@H]1CN(C)S(=O)(=O)c1cccc(C#N)c1
[58] N/N=C1\CCCc2c1[nH]c1ccc([N+](=O)[O-])cc21
[59] Cc1occc1C(=O)O/N=C(\N)c1ccccc1
[60] O=C1CCCCCCCCCC/C(=N\O)CCCO1
compound no.,55,56,57,58,59,60
V-ATPase pHluor,-2.4,2.3,-0.9,0.7,4.3,1.6
Wnt bcat act,14.0,13.6,-2.2,-0.1,9.6,-0.5

[61] Cc1ccc([C@H]2C[C@H](n3cc(C4CC4)nn3)[C@@H](O)CN2C(=O)C2CCCCC2)cc1
[62] CCCC#Cc1ccc2c(c1)O[C@H](CN(C)C(=O)CC1CC1)[C@H](C)CN([C@@H](C)CO)S2(=O)=O
[63] COc1cc(-c2noc(CCCC(=O)Nc3ccc(C(N)=O)cc3)n2)cc(OC)c1OC
[64] COc1ccc(C(C#N)CC(=O)c2ccc3c(c2)OCO3)cc1OC (stereo not given)
[65] COc1ccc(CNC(=O)CCNC(=O)C2CCN(S(=O)(=O)c3ccc(OC)cc3)CC2)cc1
[66] COc1ccc(C(=O)NCC(=O)OCC(=O)c2c[nH]c3ccccc23)cc1
compound no.,61,62,63,64,65,66
V-ATPase pHluor,-1.0,-1.0,0.7,2.1,1.7,4.0
Wnt bcat act,-1.1,-0.7,2.4,-4.1,-0.8,1.1

Screen by screen, quoted from above:
V-ATPase pHluor, nos. 61 to 66: -1.0, -1.0, 0.7, 2.1, 1.7, 4.0

Going on with the list.
[67] COc1ncnc2c1ncn2CCCNCc1ccc2c(c1)OCO2
[68] Cc1ccc(S(=O)(=O)N2CCCCC2)cc1NC(=O)COC(=O)C1CC1
[69] O=P(c1ccccc1)(c1ccccc1)C(O)c1cccs1 (stereo not given)
[70] CCN(CC)C(=O)C1=C(C)N(Cc2ccc(F)cc2)C(=O)C(CC(=O)NC2CCCC2)C1 (stereo not given)
[71] C[C@@H]1CN([C@H](C)CO)C(=O)CCCn2cc(nn2)CO[C@H]1CN(C)C(=O)Nc1ccccc1F
[72] COc1cccc(CNC(=O)c2cc(S(=O)(=O)N3CCCCC3)ccc2C)c1
compound no.,67,68,69,70,71,72
V-ATPase pHluor,1.8,-1.2,2.7,1.1,-2.6,-1.4
Wnt bcat act,-1.8,-0.8,0.8,-2.6,-1.7,0.5

[73] CN(CC(=O)Nc1ccc(Cl)c(C(F)(F)F)c1)C(=O)COc1cccc2cccnc12
[74] O=C(CCN1CCCCO1)NC1CCCc2c1cnn2-c1ccc(F)cc1F (stereo not given)
[75] C[C@@H]1CNC(=O)c2c(C(=O)Nc3ccc(CNC(=O)OC(C)(C)C)cc3)ncn21
[76] Cc1noc(C)c1NC(=O)N(C)C[C@H]1OCCCC[C@@H](C)Oc2ccc(NS(=O)(=O)c3ccccc3)cc2C(=O)N([C@H](C)CO)C[C@@H]1C
[77] C[n+]1c(-c2ccccc2)sc([S-])c1-c1ccccc1
[78] O=C1NN(CCO)C(=S)Nc2ccccc21
compound no.,73,74,75,76,77,78
V-ATPase pHluor,-3.6,2.2,-2.9,-1.0,-3.2,-0.2
Wnt bcat act,-3.2,-1.4,-5.9,-2.2,44.5*,4.7

[79] O=C(Oc1ccccc1)N(c1ccccc1)c1ccccc1
[80] COc1ccc([C@@H]2C[C@H]3[C@@H](CN2S(=O)(=O)c2ccccc2)C(=O)C[C@@H](c2ccc(C)cc2)N3S(=O)(=O)c2ccc(C)cc2)cc1
[81] CN(C)S(=O)(=O)c1cccc(C(=O)N2CCN(S(=O)(=O)c3ccc4c(c3)OCCO4)CC2)c1
[82] CCCCCCN1C[C@H](O)[C@@H](n2cc(C3CC3)nn2)C[C@@H]1c1ccc(Cl)cc1
[83] COc1ccc(NC(=O)CCCOc2ccc(C(C)=O)cc2)cc1S(=O)(=O)N1CCCCC1
[84] COc1ccc([C@H]2C[C@H](O)[C@@H](n3cc(COC(=O)c4ccccc4)nn3)CN2Cc2cccs2)cc1
compound no.,79,80,81,82,83,84
V-ATPase pHluor,0.7,-1.7,-0.9,-3.6,1.2,1.1
Wnt bcat act,-1.3,-1.5,2.6,0.5,-3.0,-1.2

[85] C=C1c2cc3c(cc2NC(=S)N1Cc1ccccc1)OCO3
[86] O=c1c2cc(F)ccc2sn1-c1ccccc1Cl
[87] CC(=O)N=c1c(C#N)cc2c(=O)n3cccc(C)c3nc2n1Cc1ccco1
[88] C[C@@H]1CN([C@@H](C)CO)C(=O)CCCn2nncc2CO[C@@H]1CN(C)S(=O)(=O)c1ccc2ccccc2c1
[89] C[C@@H]1CN([C@@H](C)CO)C(=O)CCCn2nncc2CO[C@H]1CN(C)C(=O)c1ccncc1
compound no.,85,86,87,88,89
V-ATPase pHluor,-0.5,-0.9,-1.9,-1.0,-0.2
Wnt bcat act,-1.8,1.9,-4.0,-1.2,-0.1

Bioassay records (PubChem)
